Apoferritin bind: candidate novel general anesthetic via apoferritin binding; P02791; apoferritin/1-aminoanthracene competitive binding, fluorescence; Potency, µM (highest dose often 77.5 µM), inactives show at the top dose activity change, negative = displacement, actives largely listed as inhibitors; 350,000 tested, 0.074% active; note: % is set by controls: 0 for no effect and ±100 for the full control effect; nearly all actives have a fitted effect of over 20% in size
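Concentration-response curves derived by four-parameter Hill fitting of normalized fluorescence, where compounds displaced 1-AMA from 10 uM horse apoferritin following a brief 10 min room-temperature incubation; propofol titration acted as positive control.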
Pol iota inh: DNA polymerase iota (human) inhibition. 390,000 tested, 1% active. Pol iota fluorescent replication assay, 10 min. Potency, µM (titrated, usually from 115 µM), inactives show top-dose activity, negative = inhibition, most hits filed as inhibitors. AID 588590. Q9UNA4
Target sequence (Q9UNA4 whole entry, looked up): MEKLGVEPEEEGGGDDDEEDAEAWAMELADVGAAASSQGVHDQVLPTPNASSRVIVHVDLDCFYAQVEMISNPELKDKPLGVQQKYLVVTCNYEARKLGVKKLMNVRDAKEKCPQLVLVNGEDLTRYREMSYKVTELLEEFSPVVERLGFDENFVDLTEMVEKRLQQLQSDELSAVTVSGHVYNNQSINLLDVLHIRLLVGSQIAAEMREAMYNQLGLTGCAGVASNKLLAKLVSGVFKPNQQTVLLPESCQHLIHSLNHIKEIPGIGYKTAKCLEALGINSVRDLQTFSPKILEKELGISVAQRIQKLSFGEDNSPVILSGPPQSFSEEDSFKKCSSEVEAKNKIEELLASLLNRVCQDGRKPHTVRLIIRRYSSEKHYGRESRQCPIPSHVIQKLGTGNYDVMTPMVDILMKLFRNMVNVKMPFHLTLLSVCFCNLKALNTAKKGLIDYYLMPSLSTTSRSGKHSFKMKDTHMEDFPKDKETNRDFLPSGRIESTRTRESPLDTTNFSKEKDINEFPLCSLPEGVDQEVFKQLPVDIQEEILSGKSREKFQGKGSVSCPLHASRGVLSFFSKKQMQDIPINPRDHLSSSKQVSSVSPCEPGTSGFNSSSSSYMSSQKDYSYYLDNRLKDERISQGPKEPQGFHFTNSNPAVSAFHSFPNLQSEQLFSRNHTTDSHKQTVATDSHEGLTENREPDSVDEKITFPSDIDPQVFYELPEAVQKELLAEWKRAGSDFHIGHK
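Fluorescent replication assay read twice, at 0 min and 10 min after adding 50 nM (final) substrate. Enzyme (10 nM) and compounds were first incubated 15 min at room temperature; enzyme-free buffer wells were negative controls.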
APE1 inh: inhibitors of human APE1 endonuclease | AID 2517 | Potency, µM (series often up to 65.8 µM), for inactives: at the top dose activity change, negative = inhibition, usual class: inhibitors | 350,000 tested, 0.35% active | recombinant APE1, TAMRA/BHQ-2 abasic DNA cleavage fluorescence | P27695;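 note: plate controls were vehicle for no effect and reference inhibitor for full effect; nearly all actives have a fitted effect of over 55% in size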
Target sequence (P27695 whole entry, looked up): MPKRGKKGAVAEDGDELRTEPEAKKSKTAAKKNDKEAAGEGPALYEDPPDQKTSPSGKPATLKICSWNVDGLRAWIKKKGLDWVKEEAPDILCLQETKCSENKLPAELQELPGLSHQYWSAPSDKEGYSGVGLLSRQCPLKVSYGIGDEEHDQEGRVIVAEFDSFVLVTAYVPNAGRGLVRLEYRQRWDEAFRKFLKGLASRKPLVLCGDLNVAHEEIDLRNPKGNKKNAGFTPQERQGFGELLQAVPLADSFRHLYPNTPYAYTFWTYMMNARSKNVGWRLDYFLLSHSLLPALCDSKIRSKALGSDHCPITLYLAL
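Kinetic fluorescence read (525 ex/598 em nm, three reads 60 s apart) of AP-site incision; signal = third minus first read. Enzyme 0.75 nM, dual-labelled THF duplex 50 nM, compound preincubation 15 min RT.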
Pol kappa inh: DNA polymerase kappa (human) inhibition. Q9UBT6. purified Pol kappa, fluorescent DNA synthesis assay, 10 min. Potency, µM (doses to about 107 µM), inactives show at the top dose activity, negative = inhibition, hits mostly inhibitors. 400,000 tested, 0.53% active; note: % is set by controls: 0 for no effect and ±100 for the full control effect
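Readout: fluorescence, taken kinetically at 0 and 10 min. Conditions: 10 nM Pol kappa, 15 min RT compound preincubation, 50 nM substrate final. Controls: enzyme-free buffer wells.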
POLH inh: DNA polymerase eta (human) inhibition | Q9Y253 | recombinant Pol eta, fluorescent DNA replication assay | Potency, µM (titrated, usually from 114 µM), inactives show at the top dose activity change, negative = inhibition, hits mostly inhibitors | 390,000 tested, 1.2% active | AID 588591; note: % is set by controls: 0 for no effect and ±100 for the full control effect
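Fluorescent replication assay: 50 nM final substrate added after a 15 min room-temperature compound preincubation with 10 nM enzyme. Signal taken at 0 min and again at 10 min.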
BLM inh: blocks DNA unwinding by human BLM helicase; P54132; recombinant BLM DNA unwinding, fluorescence dequenching; Potency, µM (highest dose often 56.1 µM), without a hit: top-dose activity change, negative = inhibition, most hits filed as inhibitors; 350,000 tested, 0.2% active; AID 2528;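 note: plate controls were vehicle for no effect and no enzyme for full effect; nearly all actives have a fitted effect of over 35% in size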
G9a inh: blocks human histone lysine methyltransferase G9a; Q96KQ7; G9a H3K9 monomethylation, AlphaScreen, 2 h; Potency, µM (top dose mostly 102 µM), for the others: at the highest dose activity, negative = inhibition, most hits filed as inhibitors; 350,000 tested, 8.8% active; AID 504332; note: % is set by controls: 0 for no effect and ±100 for the full control effect; nearly all actives have a fitted effect of over 75% in size
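AlphaScreen detection with an anti-monomethyl H3K9 antibody quantified product after a 2 h room-temperature reaction containing 500 nM biotinylated H3K9 peptide, 20 µM SAM and 20 nM enzyme, which had been preincubated 15 min with compound.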
BAZ2B block: blocks human BAZ2B; Q9UIF8; Potency, µM (titrated, usually from 114 µM), for the others: at the top dose activity change, negative = inhibition, usual class: inhibitors; AlphaScreen BAZ2B-H3K14Ac peptide displacement; 360,000 tested, 4.4% active; note: % is set by controls: 0 for no effect and ±100 for the full control effect; nearly all actives have a fitted effect of over 60% in size
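BAZ2B 50 nM plus b-H3(5-23)K14Ac 50 nM, PBS pH 7.4/0.01% Tween-20, 30 min RT; compound added (max 110 uM), 30 min RT; streptavidin donor/Ni-chelate acceptor beads 10 ug/mL final, 20 min dark; AlphaScreen read.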
POLB inh: inhibitors of human DNA polymerase beta | 340,000 tested, 1.3% active | Potency, µM (series often up to 114 µM), for inactives: top-dose activity change, negative = inhibition, usual class: inhibitors | Pol beta primer extension/strand displacement, fluorescence kinetic | AID 485314 | P06746; note: % is set by controls: 0 for no effect and ±100 for the full control effect
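Pol beta (10 nM) was preincubated with compound for 15 min at room temperature. The reaction was then started with 50 nM substrate and read immediately and after a further 10 min at room temperature.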
* = called active by the depositor; ? = inconclusive; nt = no result given; [ ] = dose if it differs, or a comment. Calls come from the whole dose curve; as a rule, active = well fitted curve in the direction sought with a large enough effect; inconclusive = small, poorly fitted or top-dose-only effect, or another doubt; inactive = no such curve, though single readings can be large; an effect the other way counts as inactive or inconclusive. Potency is the fitted concentration of half-maximal effect. These rows are one share of the data; rates above refer to the full screens.

SMILES | Apoferritin bind | Pol iota inh | APE1 inh | Pol kappa inh | POLH inh | BLM inh | G9a inh | BAZ2B block | POLB inh
C[C@H](CCC(=O)NCC(=O)O)[C@H]1CC[C@H]2C3[C@H](O)C[C@@H]4C[C@H](O)CC[C@]4(C)[C@H]3C[C@H](O)[C@]12C (some centres undefined) | nt | -1% | 31% | -2% | -16% | nt | -4%[59 µM] | 9% | nt
CC(C)(C)c1nnc(NC(=O)c2cccnc2Cl)s1 | -4% | 11% | -4% | -5% | -4% | -1% | nt | 0% | 16%
CC(Oc1ccccc1)C(=O)N1CCN=C1SCc1ccccc1F (centres undefined) | -13% | 38%[activator] | -7% | -7% | -9% | -5% | nt | 16% | -4%
Cc1ccccc1CNC(=O)c1ccc2c(c1)c(C)c(C)n2C | -18% | 17% | nt | -4% | -7% | -19% | ? | 40µM* | 2%
COc1ccc(CCN2CC(C(=O)NCCc3ccccn3)CCC2=O)cc1 (centres undefined) | -1% | 14% | 9% | -9% | -9% | -2% | 67%[activator] | 2% | 0%
CN(C)C(=O)c1ccc(NC(=O)CN2C(=O)NC3(CCCc4ccccc43)C2=O)cc1 (centres undefined) | nt | 18% | 53%[activator] | 1% | -13% | nt | -5%[59 µM] | 1% | nt
COc1ccc(OC)c(C(=O)N/N=C/c2ccccn2)c1 | -1% | -2% | 33% | -12% | -1% | -4% | ? | 0% | -8%
C#CCOc1c(Cl)cc(/C=N/NC(N)=S)cc1OCC | -2% | -5% | -3% | -14% | -4% | -6% | ? | -4% | -16%
CC(=O)c1cc(-c2ccc(F)cc2)n(CC(=O)NC2CCC(C)CC2)c1C (centres undefined) | ? | 20% | nt | -10%[60.1 µM] | -16% | 1% | -4%[59 µM] | -14% | 1%
Cc1ccc(NC(=O)CSc2nnc3ccc4ccccc4n23)cc1 | ? | -1% | nt | -9%[60.1 µM] | -10% | -1% | -6%[59 µM] | 32%[activator] | -2%

Just BLM inh, for some of the entries so far:
mol | BLM inh
Cc1ccccc1CNC(=O)c1ccc2c(c1)c(C)c(C)n2C | -19%
CC(Oc1ccccc1)C(=O)N1CCN=C1SCc1ccccc1F (centres undefined) | -5%
CC(C)(C)c1nnc(NC(=O)c2cccnc2Cl)s1 | -1%

Whole records, looked up by structure. Order of screens: Apoferritin bind, Pol iota inh, APE1 inh, Pol kappa inh, POLH inh, BLM inh, G9a inh, BAZ2B block, POLB inh
`CC(Oc1ccccc1)C(=O)N1CCN=C1SCc1ccccc1F` (centres undefined) is entered as -13%, 38%[activator], -7%, -7%, -9%, -5%, nt, 16%, -4%
`COc1ccc(CCN2CC(C(=O)NCCc3ccccn3)CCC2=O)cc1` (centres undefined) is entered as -1%, 14%, 9%, -9%, -9%, -2%, 67%[activator], 2%, 0%

Next section.
SMILES | Apoferritin bind | Pol iota inh | APE1 inh | Pol kappa inh | POLH inh | BLM inh | G9a inh | BAZ2B block | POLB inh
CCOC(=O)[C@@H]1[C@H]2COc3cc(OC)ccc3[C@@H]2N2C(=O)N(c3ccc(C(F)(F)F)cc3)C(=O)[C@@]12C | -15% | -7% | -21% | -6% | -13% | -9% | -46% | -6% | 42%
COCc1cc(C)n(CC(=O)Nc2c(C)cccc2C)c(=O)c1C#N | -7% | -11% | 2% | -19% | -4% | 3% | 25% | -16% | ?
CC(Sc1nc(N2CCCCC2)c2c(c1C#N)CCCC2)C(=O)O (centres undefined) | -17% | -10% | 2% | -5% | 5% | 0% | -9% | 4% | 2%
COc1cc(-c2cc(OC)c3c(C)oc(C)c3c(=O)c2)ccc1OC(=O)c1ccc(C)cc1 | 1% | 22% | nt | 4% | -4% | -7% | -28%[59 µM] | -31% | -1%
COc1ccccc1N(CC(=O)NC(C)C)S(=O)(=O)c1cccs1 | -11% | 20% | 3% | -2% | -11% | 1% | 25%[59 µM] | -2% | -2%
CC(=O)NS(=O)(=O)c1ccc(NC(=S)NC(=O)C(C)C)cc1 | 2% | -8% | 2% | 1% | -17% | -1% | 11% | 2% | 22%
O=C(COc1ccc(S(=O)(=O)Nc2ccccc2)cc1)NCc1cccnc1 | 11% | -1% | 15% | -5% | -9% | 6% | -7%[59 µM] | 12% | 3%
Cc1ccc(CCN2CC(C(=O)NCCN3CCOCC3)CC2=O)cc1 (centres undefined) | -3% | -7% | -2% | 7% | -10% | -11% | nt | 0% | 19%
Cc1cc(NC(=O)c2ccc3nc(C)sc3c2)no1 | -8% | 122%[activator] | 1% | -6% | -7% | -3% | -4%[12.7 µM] | -4% | 16%
COc1ccc(CN(CCN(C)C)Cc2ccccc2)c(OC)c1 | -13% | 3% | 3% | -7% | -9% | -8% | 8.9µM* | 79µM* | 11%
COc1ccccc1C(=O)N/C(=C\c1ccc(Br)cc1)C(=O)NCCC(=O)O | 1% | 15% | -3% | 5% | -13% | 3% | nt | -19% | 2%
Cc1ccccc1C(=O)NCc1ccncc1 | -5% | 22% | 5% | 7% | -11% | 1% | -7%[59 µM] | 7% | -26%
CCCn1cc(S(=O)(=O)c2ccccc2)c(=O)c2cc(F)c(N3CCCC(C)C3)cc21 (centres undefined) | ? | 1% | nt | -8% | -4% | -8% | 10%[59 µM] | 2% | 2%
Cc1sc2ncn(CC(=O)N3CCN(c4ccc(F)cc4)CC3)c(=O)c2c1S(=O)(=O)N1CCOCC1 | -10% | 33%[activator] | 23% | 2% | -3% | 2% | -24% | -3% | 38%
CCOC(=O)c1c(N2C(=O)CC(Sc3ccccc3C(=O)O)C2=O)sc2c1CCCC2 (centres undefined) | -16% | 37%[activator] | -1% | -12% | -17% | 2% | nt | 50µM* | 37%[activator]
CC(=O)Nc1ccc(S(=O)(=O)N2CCN(S(=O)(=O)N3CCOCC3)CC2)cc1 | 3% | 8% | -12% | 8% | -9% | 4% | 51%[activator] | 5% | 49%
CN(Cc1ccccc1)C(=O)c1[nH]cnc1C(=O)NCc1ccccc1 | nt | 0% | 26% | 9% | -9% | nt | 2%[0.501 µM] | ? | nt
O=C(O)c1ccc(NC(=O)c2cccc(NC(=O)c3cccs3)c2)cc1 | -1% | 21% | 13% | -2% | -7% | 0% | 116%[activator] | -1% | 10%
COc1ccc(-c2nc(C)c(CCNC(=O)C(=O)Nc3ccccc3OC)s2)cc1 | -1% | -17% | nt | -4%[60.1 µM] | -10% | -8% | 8%[59 µM] | 4% | 20%
O=C(c1ccc2c(c1)[nH]c(=S)n1c3ccccc3nc21)N1CCN(c2cccc(Cl)c2)CC1 | -1% | 125%[activator] | 23% | 1% | -5% | 4% | ? | -13% | -15%
CCC1CCCCN1CCCNC(=O)c1cc2c(=O)[nH]c3ccccc3c2n1C (centres undefined) | -11% | 36%[activator] | 1% | 3% | -19% | 35%[activator] | -7% | 5% | 4%
O=C(Nc1ccc2c(c1)CCC2)c1cccs1 | -20% | 67%[activator] | -10% | -27% | -5% | -8% | 16% | -8% | 1%
CC1CCCC(C(=O)O)N1C(=O)CCS (centres undefined) | 4% | -4% | 3% | -22% | -6% | -2% | -2% | 2% | 21%
CC1=C(C(=O)NC2CCCc3c2cnn3-c2cc(F)cc(F)c2)OCCO1 (centres undefined) | -15% | 29% | 30% | -8% | -11% | -7% | 95%[activator] | -15% | -21%
Cc1ccccc1-n1c(O)c(C=NC2CCS(=O)(=O)C2)c2ccccc2c1=O (centres undefined) | 8% | 29% | -1% | -2% | -15% | -2% | -49% | -21% | -17%
CC1(C)C(=O)C2(CCCCC2)C(=O)OC1c1cccs1 (centres undefined) | ? | 8% | 5% | -1% | -6% | -7% | 9%[59 µM] | -3% | -23%
CC(NC(=O)CN1C(=O)NC(C)(c2cccc3ccccc23)C1=O)c1ccccc1 (centres undefined) | -4% | 49%[activator] | 6% | 1% | -25% | -3% | ? | 1% | 12%
CCCCNc1c(C(=O)OCC)c(C)nc2c1cnn2CC | -9%[29.3 µM] | 1%[58.9 µM] | -6% | -18%[60.1 µM] | -7%[57.1 µM] | -2% | 49%[activator][59 µM] | nt | 1%[57.1 µM]
COc1ccc2[nH]cc(C(=O)CN3CCCC(C)(C)C3)c2c1 | 6% | -7% | -1% | 2%[60.1 µM] | -18% | 6% | -3% | 3% | -11%
CC(C)=CCCC1=CCC2C(=O)NNC(=O)C2C1 (centres undefined) | ? | 6% | 0% | -1% | -12% | -6% | 4%[59 µM] | 9% | 19%
O=C(Nc1ccc2c(c1)OCO2)c1cc(-c2ccc(O)cc2)on1 | 4% | 43%[activator] | -4% | -3% | -8% | -8% | -7% | -20% | 18%
COc1ccc(NC(=O)CN2CCCC2)cc1 | -1% | 163%[activator] | -7% | -1% | 4% | 3% | 1%[0.501 µM] | -7% | -2%
CN(CCOC(=O)C1c2ccccc2Oc2ccccc21)C(C)(C)C | -8% | 20% | 1% | -7% | -12% | 0% | 35%[0.501 µM] | -5% | 35%
CC1(C)CC(=O)C2=C(C1)N(c1ccc(F)cc1)C(=O)CC2c1ccsc1 (centres undefined) | -19% | -4% | -3% | 5% | -6% | -3% | 19% | -6% | -1%
CN(C)S(=O)(=O)c1cccc(-c2cn3cc(Cl)ccc3n2)c1 | -14% | -4% | 1% | -5% | -3% | 0% | 8% | ? | 2%
COc1ccc(C(C(=O)NCCC(C)C)N(CCO)C(=O)c2snc(C(N)=O)c2N)cc1 (centres undefined) | 18% | -2% | 19% | 6% | 3% | -2% | 18% | -3% | 33%
COC(=O)c1ccc(C(=O)OC)c(NC(=O)CN(C)Cc2ccc(Cl)c(Cl)c2)c1 | 1% | 20% | 20% | -6% | -21% | -6% | 5% | 7% | 11%
Cc1ccc(OCc2nc(-c3ccc(C(=O)NCc4ccc(OC(C)C)cc4)cc3)oc2C)cc1 | 36%[activator] | 7% | nt | -16% | -20% | -2% | -32%[59 µM] | -16% | ?
COc1ccccc1NC(=S)NNC(=O)c1c(Cl)c(C)nn1C | -5% | 3% | 0% | -17% | -13% | -1% | 25µM* | -28% | -14%

From PubChem BioAssay
